Screening results as filed in PubChem BioAssay.
yeast bub3: NCI yeast anticancer drug screen, S. cerevisiae bub3 mutant strain; growth inhibition, % at 50 µM; AID 167, 2004; hit rate 9.9% among 78,000;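 further: 0% = growth of vehicle-only cultures of the same strain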
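Screening used yeast with an engineered genetic alteration affecting cell cycle control. Compound-exposed cultures were compared with vehicle cultures, and reduced growth was taken as inhibition.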
mec2-1: NCI yeast anticancer drug screen, S. cerevisiae mec2-1 strain | % growth inhibition at 50 µM | hit rate 9% among 79,000;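 further: 0% = growth of vehicle-only cultures of the same strain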
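Compounds were applied to mec2-1 yeast cells. Their growth was then compared with that of vehicle-treated cultures to give growth inhibition.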
yeast mlh1 rad18: NCI yeast anticancer drug screen, S. cerevisiae mlh1 rad18 strain; % growth inhibition at 50 µM; hit rate 11% among 79,000;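 further: 0% = growth of vehicle-only cultures of the same strain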
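A repair-deficient yeast strain is exposed to test compound, and growth is scored relative to vehicle-treated controls.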
cln2 rad14: NCI yeast anticancer drug screen, S. cerevisiae cln2 rad14 strain. % growth inhibition at 50 µM. hit rate 8.3% among 78,000. AID 165, 2004;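 further: 0% = growth of vehicle-only cultures of the same strain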
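Test compounds were added to cln2 rad14 yeast cultures; inhibition of growth was then determined by comparison with vehicle treatment.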
yeast rad50: NCI yeast anticancer drug screen, S. cerevisiae rad50 strain | hit rate 10% among 79,000 | growth inhibition, % at 50 µM;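 further: 0% = growth of vehicle-only cultures of the same strain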
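Yeast carrying a defined DNA repair defect were exposed to test compounds, and growth was compared with vehicle-treated controls to give percent inhibition.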
yeast sgs1 mgt1: NCI yeast anticancer drug screen, S. cerevisiae sgs1 mgt1 strain; hit rate 10% among 78,000; growth inhibition, % at 50 µM;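 further: 0% = growth of vehicle-only cultures of the same strain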
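Mutant yeast exposed to compound; growth scored against vehicle-only wells.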
Numbers without * were called inactive; . = no result given; & = joins results of further samples; ! = a repeat was not active. No stated cut-off is given here; in the data, active means growth inhibition above about 70%; inactive means the rest.

Start of the data: the first 17 entries, ahead of the listing:
SMILES	yeast bub3	mec2-1	yeast mlh1 rad18	cln2 rad14	yeast rad50	yeast sgs1 mgt1
CCCCC(O)C(=O)NCCC(=O)c1ccccc1 (centres undefined)	14	6	20	23	-7	3
CC(=O)C(/C=N\N=C(/C)c1cn[nH]c1C)=C(/C)O	9	-22	-19	-58	-55	-19
NS(=O)(=O)c1ccc(NC(=O)Nc2cccc(C(F)(F)F)c2)cc1	24	3	10	12	24	13
CCOC(=O)C(Cl)(Cl)C(Cl)(OCC)C(=O)OCC (centres undefined)	35	26	22	-24	16	27
Cc1ccc(/C(C#N)=C/c2cccc([N+](=O)[O-])c2)cc1	-17	-30	-4	24	-3	-32
O=[N+]([O-])c1cccc(/C=C/COc2ccccc2)c1	11	-10	-19	-49	-1	-11
COc1ccc2cc(I)ccc2c1	17	-27	9	5	-6	3
CC1(C)CCCC(C)(C)C1=NO	6	-6	23	12	-20	-10
CC1=C(C(=O)CC(=O)C(=O)NC2C3CC4CC(C3)CC2C4)Sc2ccccc2N1 (centres undefined)	-1	0	-21	9	-34	-3
CCCCN(C(=O)N(CC)CC)[Si](C)(C)C	-15	-42	-25	14	-18	-12
CN(C)CCOC1(Cc2ccc(F)cc2)CCC(C(C)(C)C)CC1 (centres undefined)	99*!	99*!	99*	99*!	99*!	99*
c1ccc2c3c(sc2c1)-c1oncc1CC3	31	15	23	-44	48	42
O=C(O)CC(c1ccccc1Cl)C(CC(=O)O)c1ccccc1Cl (centres undefined)	-1	-2	3	12	6	-3
CCCCN(CCCC)C(C)CO (centres undefined)	1	6	3	5	22	-36
CCOc1ncnc2ccc(Cl)c(I)c12	36	1	17	10	12	25
Nc1nc(N)c2cc([N+](=O)[O-])ccc2n1	-16	0	0	-3	-4	5
CN(C)c1nc(N(C)C)oc(=[N+](C)C)n1	-7	9	30	57	10	8

The whole of this part, from the start:
SMILES	yeast bub3	mec2-1	yeast mlh1 rad18	cln2 rad14	yeast rad50	yeast sgs1 mgt1
CCCCC(O)C(=O)NCCC(=O)c1ccccc1 (centres undefined)	14	6	20	23	-7	3
CC(=O)C(/C=N\N=C(/C)c1cn[nH]c1C)=C(/C)O	9	-22	-19	-58	-55	-19
NS(=O)(=O)c1ccc(NC(=O)Nc2cccc(C(F)(F)F)c2)cc1	24	3	10	12	24	13
CCOC(=O)C(Cl)(Cl)C(Cl)(OCC)C(=O)OCC (centres undefined)	35	26	22	-24	16	27
Cc1ccc(/C(C#N)=C/c2cccc([N+](=O)[O-])c2)cc1	-17	-30	-4	24	-3	-32
O=[N+]([O-])c1cccc(/C=C/COc2ccccc2)c1	11	-10	-19	-49	-1	-11
COc1ccc2cc(I)ccc2c1	17	-27	9	5	-6	3
CC1(C)CCCC(C)(C)C1=NO	6	-6	23	12	-20	-10
CC1=C(C(=O)CC(=O)C(=O)NC2C3CC4CC(C3)CC2C4)Sc2ccccc2N1 (centres undefined)	-1	0	-21	9	-34	-3
CCCCN(C(=O)N(CC)CC)[Si](C)(C)C	-15	-42	-25	14	-18	-12
CN(C)CCOC1(Cc2ccc(F)cc2)CCC(C(C)(C)C)CC1 (centres undefined)	99*!	99*!	99*	99*!	99*!	99*
c1ccc2c3c(sc2c1)-c1oncc1CC3	31	15	23	-44	48	42
O=C(O)CC(c1ccccc1Cl)C(CC(=O)O)c1ccccc1Cl (centres undefined)	-1	-2	3	12	6	-3
CCCCN(CCCC)C(C)CO (centres undefined)	1	6	3	5	22	-36
CCOc1ncnc2ccc(Cl)c(I)c12	36	1	17	10	12	25
Nc1nc(N)c2cc([N+](=O)[O-])ccc2n1	-16	0	0	-3	-4	5
CN(C)c1nc(N(C)C)oc(=[N+](C)C)n1	-7	9	30	57	10	8
NC(=S)c1ncn(C2OC(COC=O)C(OC=O)C2OC=O)c1NC=O (centres undefined)	-13	-24	-38	-9	9	-16
Cc1c(Cl)cccc1NC(=O)Nc1ccc(Cl)c(Cl)c1	8	-1	-9	-1	-1	7
CC(=O)N(C)c1ccc2c(c1)Cc1ccccc1-2	58	27	23	15	43	43
COC(=O)/C=C(/CC(=O)O)OC(C)=O	12	-8	5	11	34	-9
NC(=O)C(c1ccccc1)c1ccnc2ccccc12 (centres undefined)	20	4	-21	8	2	8
O=C1CN(c2cccc(C(F)(F)F)c2)C(=O)CN1/N=C/c1cccnc1	28	-5	-8	-4	-28	11
Cc1ccc(S(=O)(=O)Oc2cccc(C)c2)cc1	15	17	34	-69	1	23
O=[N+]([O-])c1ccccc1N=Nc1c(O)[nH]c2ccc(S(=O)(=O)O)cc12	98*	98*	98*	96*	98*	96*
O=C(C[n+]1ccccc1CO)c1ccc(-c2ccccc2)cc1	6	-6	5	-5	26	17
CCCCNC(C)c1ccccc1 (centres undefined)	-7	11	14	-48	33	-2
COC(=O)C(=O)c1c(C(=O)OC)nc2nnc(N)n2c1C1CC1	-5	12	4	-18	-6	8
CCN(CC)CCCCl	-17	-24	2	5	-10	-8
Cc1nc(N)nc2ccccc12	-8	-25	-16	-6	3	-16
OCCC(CO)Cc1ccc2c(c1)OCO2 (centres undefined)	-14	3	-36	10	-27	9
O=C(Cc1n[nH]c(=S)nc1CC(=O)c1ccccc1)c1ccccc1	-28	1	7	-18	-2	5
OC1C(O)C(O)C(O)C(O)C1O (centres undefined)	0&4&-13&0&9	.	4&5&-10&1&8	.	.	.
O=C(O)c1cccc(-c2ccccc2)c1	-30	-15	-8	0	-34	-18
N#CCC(=O)NCCc1c[nH]c2ccccc12	-6	0	-28	-33	-18	-15
O=C(O)CC1c2ccccc2CCC1c1ccccc1 (centres undefined)	54	14	63	29	52	60
O=[N+]([O-])CC(O)c1ccccc1 (centres undefined)	51	52	52	99*	98*	50
C=C(C)C(=O)OCCN(C)C	11	-3	-4	1	2	-2
Cc1cc([N+](=O)[O-])cc(C)c1C	8	-10	-6	-78	6	-10
CCOC1(C(C)C)CCC(C)/C(=C\c2ccc([N+](=O)[O-])cc2)C1=O (centres undefined)	-10	13	-30	-15	-22	-4
CCN(CC)C(C)(C)C(=O)/C=C/c1ccccc1	18	14	20	7	17	18
COc1cc2nn(-c3ccccc3N)nc2cc1OC	52	37	30	15	19	48
NCC(=O)NC1(C(=O)O)CCCC1	-46	-15	-8	-5	-14	-25
COC(=O)c1cccc2cccc(C(=O)Nc3ccc(C)cc3C)c12	90*	92*	90*	88*	86*	83*
C=C(C)C(O)CC(C)C (centres undefined)	3	14	0	8	-9	-15
CN=C(N)N/N=C(\C)c1ccc2c(c1)Cc1cc(/C(C)=N/NC(N)=NC)ccc1-2	86*	76*	86*	85*	87*	83*
CC1(C)OC(=O)CC12CCN(Cc1ccccc1)CC2	-33	13	-37	-7	4	-35
CCCCCc1cc(O)cc2c1Oc1cc(O)cc(C(=O)CCCC)c1C(=O)O2	-9	-17	-14	-10	4	9
CCCCCCCNc1ncnc2c1cnn2C	25	2	-13	-34	-9	10
CC(C)N(C(=O)c1ccccc1O)C(C)C	-4	-8	2	-8	3	7
O=C(CCl)OCCC1CCCCC1	6&6	-17&-17	-16&1	-29&-9	-8&9	-11&5
COC(=O)C1(C)NCCc2c1[nH]c1ccccc21 (centres undefined)	-27	-15	1	-8	-1	-6
CC(=O)OC(C#N)c1ccco1 (centres undefined)	-38	-49	-8	6	-11	-25
Cc1ccc(-c2cc(-c3ccco3)c(C#N)c(=S)[nH]2)cc1	7	-17	-45	-32	2	-31
NC(=O)C(=CNC(=S)Nc1ccc(Cl)c(Cl)c1)C(N)=O	2	-4	4	27	9	18
CN(CCO)c1ccccc1	-48	-15	-8	-18	-12	-40
Clc1nc(Cl)c(Cl)c(-c2ccccc2)n1	85*	93*	87*	85*	90*	89*
CCC(C(O)c1ccc(Cl)cc1)[N+](=O)[O-] (centres undefined)	5	22	44	3	30	36
CS/C(N)=N/NC(=O)CCC(=O)Nc1ccccc1C	-2	0	19	-35	29	0
O=c1ccc2c(O)c([N+](=O)[O-])cc([N+](=O)[O-])c2[nH]1	6	-16	20	9	10	3
Later entries:
SMILES	yeast bub3	mec2-1	yeast mlh1 rad18	cln2 rad14	yeast rad50	yeast sgs1 mgt1
O=NN(CCCl)C(=O)Nc1cc(Cl)ccc1O	37	36	90*	8	86*	72*
CNCCC1CCCCC1	19	13	7	-6	16	4
CC(=O)OCC1CCCCO1 (centres undefined)	0	-2	-5	0	3	-6
CC(=O)NCCc1ccc(Cl)c(Cl)c1	3	-4	-3	-1	14	-6
Oc1cccnc1CN1CCCC1	-6	-13	18	2	1	2
COc1ccc(C(=O)C(C(=O)CC(=O)Nc2cccc(C(F)(F)F)c2)c2ccc(OC)cc2)cc1 (centres undefined)	2	4	-9	36	-3	0
NNc1ccc(-c2ccccc2)cc1	1	7	1	-5	-13	8
[Cu+2].[O-]/N=C/c1cccc(O)c1[O-].[O-]/N=C/c1cccc(O)c1[O-]	98*	97*	94*	95*	94*	97*
Cc1ccc(CCC=O)cc1	-8	-4	29	-38	31	17
CCOc1cc(F)cc([N+](=O)[O-])c1	19	5	6	-15	-12	-21
COc1ccc(C2(C(=O)O)CC(C)=C(C)CC2C(=O)O)cc1 (centres undefined)	-12	-9	7	1	-1	-5
CCCCC(NC(=O)C(C)NC(=O)OCc1ccccc1)C(=O)O (centres undefined)	13	6	-10	5	2	3
COc1ccc(C2COc3cc(O)c(O)cc3C2)cc1OC (centres undefined)	30	72*	88*	52	61	43
C=C(Cl)C(=O)O	-25	-20	-8	-1	-11	19
Nc1cccc2c1C(=O)NC2=O	13	-7	21	-2	-10	8
CC1(C)NC(c2ccccc2)c2ccsc2-n2cccc21 (centres undefined)	-10	-30	-9	19	-28	-16
COC(=O)c1nc2c3c(cccc3c1C(=O)OC)Nc1ccccc1-2	19	10	-39	28	-3	0
CCC(CC)C(=O)NC	-1	-5	-2	2	-4	-4
O=C(Nc1ccccc1CO)c1ccccc1	-6	-12	5	-24	10	-22
COC(=O)CSc1nc2ccccc2[nH]1	-20	-12	-30	-27	27	-6
c1ccc(C2=NN(c3ccccc3)CC2)cc1	9	-3	2	9	-8	0
C=C(C)/C=N/NS(=O)(=O)c1ccc(C)cc1	-18	10	5	-26	-15	7
O=C1C2=C(Nc3cc([N+](=O)[O-])ccc3N2)OC1c1ccc2c(c1)OCO2 (centres undefined)	-28	-17	-5	6	-10	-15
CC(=O)O/N=C(/C)c1ccccc1	-19	-37	-7	15	-18	-10
Cc1ccccc1N=C(N)Nc1ccccc1C	-39	-30	-52	6	-26	-44
c1ccc2c(c1)NC(NC1Nc3ccccc3N1)N2	11	9	28	-21	42	16
O=C(CCC(=O)Nc1ccc(Cl)cc1Cl)CC(=O)c1ccco1	-6	6	4	-33	53	7
CC(C)(C)c1ccc(OS(=O)(=O)c2cccc([N+](=O)[O-])c2)cc1	2	-14	6	-5	1	9
N=S(c1ccccc1)c1ccccc1[N+](=O)[O-] (centres undefined)	4	-7	-3	12	16	19
CC(=O)OCC1OCOC(C)C(OC(C)=O)C1OC(C)=O (centres undefined)	3	-7	0	-11	-10	0
CCOC(=O)c1cnc2cc3c(cc2c1Nc1cccc(C(F)(F)F)c1)OCO3	-3	-9	-12	-6	6	-10
CCCCCCC(O)CNCc1ccnc2ccc(OC)cc12 (centres undefined)	84*	53	52	72*	77*	84*
Cc1ccc(S(=O)(=O)OC(c2ccc(C(OS(=O)(=O)c3ccc(C)cc3)(C(F)(F)F)C(F)(F)F)cc2)(C(F)(F)F)C(F)(F)F)cc1	4	7	5	11	4	-18
CC(=O)c1c2c(cc3c1CC1(C3)Cc3cc4c(c(C(=O)O)c3C1)CCCC4)CCCC2 (centres undefined) (tested in a mixture with another compound)	96*	97*	98*	98*	78*	98*
O=C(Oc1ccc2ccccc2c1)Sc1ccc2ccccc2c1	-5	-18	-8	-10	2	-10
CCC(=O)N/N=C(\C=C\c1cccc(O)c1)c1sc(Nc2ccc(C)cc2[N+](=O)[O-])nc1C	9	6	-14	-2	-24	-28
Cc1nc2c(c(=O)[nH]1)CCCC2	1	8	17	-1	17	6
COc1ccc(/C=C/C(=O)CCN2CCN(CCC(=O)/C=C/c3ccc(OC)cc3)CC2)cc1	87*	91*	92*	30	82*	90*
CC1(C)OC2OC(COC(=O)c3ccccc3)C(N3C(=O)c4ccccc4C3=O)C2O1 (centres undefined)	40	9	49	30	58	64
Cc1cn(C2CC(O)C(CO)C2C)c(=O)[nH]c1=O (centres undefined)	-12	-12	-25	5	-7	-17
COc1ccc(C(O)(c2ccc(OC)cc2)c2ccccc2Cc2ccccc2OC)cc1	1	2	-21	-21	-62	-22
Cc1cc(C23OC4COC(C)(C)OC4C2OC(C)(C)O3)nc2ccccc12 (centres undefined)	13	14	24	-22	-1	19
NC(CS)=NCc1ccccc1	9	-1	-6	-87	1	-13
ClC1C2C=CC(C2)C12OCCO2 (centres undefined)	-11	12	-18	7	2	-2
